Screens: PubChem BioAssay, Johns Hopkins Ion Channel Center
KCNQ1 block: inhibitors of human KCNQ1 potassium channel. P51787. CHO-K1 KCNQ1, FluxOR thallium flux fluorescence; stronger effect = higher value. B-score at 10 µM. 1.3% of 310,000 active;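 active = compounds whose thallium flux B-score, printed positive for inhibition, exceeds three library SD while starting fluorescence stays within three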;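 also: channel opened by potassium depolarization with thallium stimulus after 20 min compound exposure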
TMEM16A act: activates or potentiates the mouse TMEM16A chloride channel; Q8BHY3; B-score at 10 µM; AID 623877; 0.3% of 340,000 active; HEK293 TMEM16A/YFP-H148Q/I152L, iodide quench fluorescence; stronger effect = lower value;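 active = fluorescence-ratio B-score plate-corrected deviation score at least 3 library SD below zero, with starting fluorescence score within 5 deviations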;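 also: channel opened by trigger with iodide after compound preincubation; score built on the fluorescence ratio of max minus min over baseline; more negative score means more quench and so TMEM16A activation or potentiation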
hERG protect: compounds protecting human hERG from proarrhythmic drug block; Q12809; CHO-hERG, FluxOR thallium flux, dofetilide IC70 present; activation (rescue from dofetilide block), less the hit threshold, % at 10 µM; 0.51% of 310,000 active;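 active = activation above the mean of controls blocked by dofetilide plus 5 SD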;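 also: thallium influx through hERG after potassium depolarization seen as dye fluorescence rise; in these data hits start at about 4.7%; inactives centre near -7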
KCNQ1 pot: potentiates or activates the human KCNQ1 potassium channel | AID 2648 | CHO-K1 KCNQ1, thallium flux FluxOR fluorescence; stronger effect = higher value | 0.35% of 310,000 active | B-score at 10 µM | P51787;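 active = fluorescence ratio B-score, a plate-corrected score, at least three library SD, with initial intensity B-score within 5 SD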
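assay system = CHO-K1 cells stably expressing KCNQ1 | medium = assay buffer, equal DMSO in all wells | timing = 37 °C overnight plating, 90-min dark dye load, 20-min compound pretreatment | measured by = kinetic FluxOR thallium fluorescence, 10-s 1-Hz baseline, 110-s post-stimulus read | measure = fluorescence change relative to baseline, converted to B score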
MrgX1 ag: agonists of human MrgX1 receptor; Q96LB2; MrgX1-HEK293 cells, Fluo-4 calcium fluorescence, agonist mode; stronger effect = higher value; B-score at 10 µM; 0.44% of 310,000 active; AID 588627;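 active = calcium response B-score plate-corrected fluorescence ratio at least 3 library SD, with starting fluorescence B-score inside 5 SD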
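Material: MrgX1-expressing HEK293 cells / Dosing: compound as first of three additions / Incubation: overnight seeding, then 1 h dark dye loading / Signal: Fluo-4 NW calcium fluorescence / Evaluation: B-scored fluorescence response ratio / Benchmarks: positive and negative control wells on each plate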
TMEM16A inh: inhibitors of mouse TMEM16A calcium-activated chloride channel | Q8BHY3 | 1.2% of 310,000 active | normalized B-score (activity score, 25-100; higher = stronger inhibition) at 10 µM | HEK293 TMEM16A/YFP iodide influx fluorescence, ionomycin;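 active = ratio plate-corrected score three or more library SD toward inhibition, starting fluorescence score within five deviations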;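 also: score derived from kinetic fluorescence span divided by baseline fluorescence per well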
KCNK3 inh: human KCNK3 channel inhibition, primary screen | CHO-KCNK3 thallium flux, FluxOR fluorescence; stronger effect = lower value | B-score at 10 µM | 0.84% of 340,000 active | O14649 | AID 602410;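 active = B-score under library mean minus 4 SD, starting fluorescence ratio at most library mean plus 5 SD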;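 also: more negative B-score means stronger inhibition of thallium flux through KCNK3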
MrgX1 PAM: allosterically activates human MrgX1 receptor signaling | AID 588675 | 0.63% of 310,000 active | B-score at 10 µM | Q96LB2 | MrgX1-HEK293, Fluo-4 calcium flux, FDSS; stronger effect = higher value;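 active = plate-corrected calcium response at least 3 library SD above typical, normal starting fluorescence, not activating the receptor alone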;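 also: compound read alongside a low EC10 to EC30 dose of BAM8-22 agonist; peak minus trough fluorescence over baseline measured at the second addition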
RGS4 inh: inhibitors of human RGS4 | B-score at 10 µM | AID 463165 | HEK293 M3R/RGS4 inducible, Fluo-4 calcium flux; stronger effect = higher value; triggered by carbachol at its EC20 | 0.45% of 310,000 active | P49798;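 active = B-score, a plate-corrected calcium signal, over three deviations above library mean, with baseline fluorescence within five deviations of library mean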;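 also: RGS4 expression induced by doxycycline in cells with stable M3 receptor; B-score is computed from the integrated fluorescence ratio over baseline after carbachol; higher B-score means a larger calcium signal and so more RGS4 inhibition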
RGS4 pot: potentiators or activators of RGS4 | B-score at 10 µM | HEK293 M3R/inducible RGS4, carbachol calcium flux Fluo4; stronger effect = lower value | 0.92% of 310,000 active | AID 463111;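 active = B-score of the integrated calcium signal more than 4 SD below the library mean, with starting fluorescence not abnormally high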;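 also: negative B-score means reduced calcium response which marks RGS4 activation or potentiation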
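test system = HEK293 cells with stable M3R and inducible RGS4 | schedule = recording 10 s baseline at 1 Hz, 100 s post-agonist | technique = Fluo4-AM (2 µM) calcium-flux fluorescence, kinetic read | measure = Agonist-evoked peak-minus-minimum fluorescence over baseline, integrated ratio, B score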
KCNK9 inh: human KCNK9 channel inhibition. Q9NPC2. HEK293 KCNK9, FluxOR thallium flux fluorescence; stronger effect = lower value. B-score at 10 µM. 1.2% of 310,000 active;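 active = ratio B-score over 3 SD below the library mean, with starting fluorescence within 5 SD of its mean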;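 also: negative B-score means less thallium flux so channel inhibition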
An asterisk follows results filed as active; i = inactive.

Preview:
(1) O=C(Nc1ccccc1)c1ccc(CSc2ncccn2)cc1
(2) O=C(NCc1ccco1)c1ccc(NS(=O)(=O)c2cccc([N+](=O)[O-])c2)cc1
screen / no. | 1 | 2
KCNQ1 block | i | i
TMEM16A act | i | i
hERG protect | -6 | -8
KCNQ1 pot | i | i
MrgX1 ag | i | i
TMEM16A inh | i | i
KCNK3 inh | i | i
MrgX1 PAM | i | i
RGS4 inh | i | i
RGS4 pot | i | i
KCNK9 inh | i | -8.6*

Results, repeating the preview:
(1) O=C(Nc1ccccc1)c1ccc(CSc2ncccn2)cc1
(2) O=C(NCc1ccco1)c1ccc(NS(=O)(=O)c2cccc([N+](=O)[O-])c2)cc1
(3) Cc1cc(C)n(-c2ccc(C(=O)O)cc2)n1
(4) Cc1cc(C)n(CC(O)COc2ccccc2C(=O)Nc2ccccc2)n1 (centres undefined)
(5) CC(C)(C)c1cc[n+](-c2[nH]c(=O)sc2/C=N/N=C(\[O-])c2cccnc2)cc1
(6) O=C1c2ccccc2C(=O)N1Cc1nc(-c2ccccc2)no1
(7) Nc1nc(NCCCN2CCOCC2)nc(Nc2ccccc2F)c1[N+](=O)[O-]
(8) Cc1ccc(C(=S)N2CCN(Cc3ccccc3)CC2)cc1
(9) CC(C)C(c1nnnn1Cc1ccc(F)cc1)N1CCN(C2CCCCC2)CC1 (centres undefined)
screen / no. | 1 | 2 | 3 | 4 | 5 | 6 | 7 | 8 | 9
KCNQ1 block | i | i | i | i | i | i | i | i | i
TMEM16A act | i | i | i | i | i | i | i | i | i
hERG protect | -6 | -8 | -1 | -15 | -5 | -8 | -9 | -2 | -10
KCNQ1 pot | i | i | i | i | i | i | i | i | i
MrgX1 ag | i | i | i | i | i | i | i | i | i
TMEM16A inh | i | i | i | i | i | i | i | i | i
KCNK3 inh | i | i | i | i | i | i | i | i | i
MrgX1 PAM | i | i | i | i | i | i | i | i | i
RGS4 inh | i | i | i | i | i | i | i | i | i
RGS4 pot | i | i | i | i | i | i | i | i | i
KCNK9 inh | i | -8.6* | i | i | i | i | i | i | i

From no. 1 up to 9, copied from above:
(1) O=C(Nc1ccccc1)c1ccc(CSc2ncccn2)cc1
(2) O=C(NCc1ccco1)c1ccc(NS(=O)(=O)c2cccc([N+](=O)[O-])c2)cc1
(3) Cc1cc(C)n(-c2ccc(C(=O)O)cc2)n1
(4) Cc1cc(C)n(CC(O)COc2ccccc2C(=O)Nc2ccccc2)n1 (centres undefined)
(5) CC(C)(C)c1cc[n+](-c2[nH]c(=O)sc2/C=N/N=C(\[O-])c2cccnc2)cc1
(6) O=C1c2ccccc2C(=O)N1Cc1nc(-c2ccccc2)no1
(7) Nc1nc(NCCCN2CCOCC2)nc(Nc2ccccc2F)c1[N+](=O)[O-]
(8) Cc1ccc(C(=S)N2CCN(Cc3ccccc3)CC2)cc1
screen / no. | 1 | 2 | 3 | 4 | 5 | 6 | 7 | 8
KCNQ1 block | i | i | i | i | i | i | i | i
TMEM16A act | i | i | i | i | i | i | i | i
hERG protect | -6 | -8 | -1 | -15 | -5 | -8 | -9 | -2
KCNQ1 pot | i | i | i | i | i | i | i | i
MrgX1 ag | i | i | i | i | i | i | i | i
TMEM16A inh | i | i | i | i | i | i | i | i
KCNK3 inh | i | i | i | i | i | i | i | i
MrgX1 PAM | i | i | i | i | i | i | i | i
RGS4 inh | i | i | i | i | i | i | i | i
RGS4 pot | i | i | i | i | i | i | i | i
KCNK9 inh | i | -8.6* | i | i | i | i | i | i

(9) CC(C)C(c1nnnn1Cc1ccc(F)cc1)N1CCN(C2CCCCC2)CC1 (centres undefined)
screen / no. | 9
KCNQ1 block | i
TMEM16A act | i
hERG protect | -10
KCNQ1 pot | i
MrgX1 ag | i
TMEM16A inh | i
KCNK3 inh | i
MrgX1 PAM | i
RGS4 inh | i
RGS4 pot | i
KCNK9 inh | i
